# Assay outcomes as filed in PubChem.
# EPAC2 agonist: activates human EPAC2 exchange factor; Q8WZA2; EPAC2 activation, biochemical qHTS; response scale: 100% = 6.5 mM cAMP response; Potency, µM (top dose mostly 154 µM), without a hit: at the highest dose activation, most hits filed as activators; 0.079% of 360,000 active; AID 720711; note: potency is the fitted concentration of half-maximal effect; nearly all actives have a fitted effect of over 50% in size
#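 Guanine nucleotide exchange by EPAC2 is measured as reduced fluorescence of BODIPY-GDP once it is released from 250 nM Rap1B. Plates are read kinetically for 30 min at room temperature; results are scaled to 6.5 mM cAMP.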
# WRN inhibitor: blocks human WRN helicase; Q14191; WRN helicase unwinding, fluorescent forked duplex, kinetic; Potency, µM (highest dose often 114 µM), for inactives: at the highest dose activity change, negative = inhibition, actives largely listed as inhibitors; 0.46% of 360,000 active; note: potency is the fitted concentration of half-maximal effect; % is set by controls: 0 for no effect and ±100 for the full control effect; nearly all actives have a fitted effect of over 55% in size
#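 Fluorescence dequenching readout, ex 525 nm/em 598 nm, kinetic mode: forked duplex DNA (100 nM final) with adjacent fluorophore and quencher unwound by WRN (20 nM final) with 2 mM ATP. Compound preincubation 15 min, room temperature.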
# EPAC1 antag: EPAC1 (human) antagonism | O95398 | EPAC1 GEF assay, Rap1b-BODIPY-GDP exchange fluorescence | Potency, µM (highest dose often 115 µM), for inactives: at the highest dose activity change, negative = inhibition, hits mostly inhibitors | 0.14% of 360,000 active;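 note: potency is the fitted concentration of half-maximal effect; plate controls were vehicle for no effect and positive control for full effect; nearly all actives have a fitted effect of over 50% in size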
# Target sequence (O95398 whole entry, looked up): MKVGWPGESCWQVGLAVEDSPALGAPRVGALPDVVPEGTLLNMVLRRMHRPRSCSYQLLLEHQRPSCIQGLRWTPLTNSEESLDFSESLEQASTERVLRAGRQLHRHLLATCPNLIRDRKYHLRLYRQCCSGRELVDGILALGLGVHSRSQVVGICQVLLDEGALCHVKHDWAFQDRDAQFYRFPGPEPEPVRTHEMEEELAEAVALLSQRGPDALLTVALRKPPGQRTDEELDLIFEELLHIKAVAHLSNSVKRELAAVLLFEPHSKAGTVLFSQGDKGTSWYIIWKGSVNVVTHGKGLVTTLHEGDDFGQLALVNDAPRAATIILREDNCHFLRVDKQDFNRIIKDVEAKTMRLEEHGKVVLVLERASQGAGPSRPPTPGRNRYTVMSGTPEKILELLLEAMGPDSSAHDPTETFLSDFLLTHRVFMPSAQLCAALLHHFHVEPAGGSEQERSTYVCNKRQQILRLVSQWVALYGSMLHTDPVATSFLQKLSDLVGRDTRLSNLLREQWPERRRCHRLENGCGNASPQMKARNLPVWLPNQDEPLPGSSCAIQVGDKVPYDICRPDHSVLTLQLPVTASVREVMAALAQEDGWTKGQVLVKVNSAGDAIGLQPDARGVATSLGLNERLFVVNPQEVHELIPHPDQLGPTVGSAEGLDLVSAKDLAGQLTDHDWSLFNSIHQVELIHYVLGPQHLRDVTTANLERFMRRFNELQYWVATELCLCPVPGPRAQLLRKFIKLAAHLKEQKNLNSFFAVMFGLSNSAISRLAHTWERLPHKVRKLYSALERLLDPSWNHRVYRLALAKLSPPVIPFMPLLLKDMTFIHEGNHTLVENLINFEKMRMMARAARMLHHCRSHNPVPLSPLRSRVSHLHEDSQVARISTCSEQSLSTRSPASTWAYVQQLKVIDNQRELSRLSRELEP
# CCT modulator: changes cytosolic chaperonin activity. AID 651819. activity change, % (no concentration beside the values), hits read low. 0.3% of 360,000 active. purified chaperonin ATPase assay, HTRF ADP detection, 30 min; in the data active = activity change below about -30%; note: % is set by controls: 0 for no effect and ±100 for the full control effect
#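 We incubate TRiC, 40 or 20 nM final, with library compounds at 76 uM and 10 uM ATP for 30 min at 37 °C. ADP formed is detected with Transcreener HTRF reagents after 30 min at room temperature.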
# IL-2 act: IL-2 activation; IL-2 activation reporter assay, cell-based qHTS; stimulated with anti-CD3/CD4/CD28 beads; in transgenic mouse T cells; activation, % (series mostly up to about 46 µM); 0.065% of 360,000 active; in the data active = activation above about 50%; inconclusive = mostly about 30% to 49%; note: 0% is about no effect
#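 Unstimulated transgenic mouse T cells; 60-min compound exposure; bead-based TCR/CD4/CD28 stimulation; 18 h culture, 37 degrees C; dual fluorescence (EGFP, DsRed) plate cytometry.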
# PLK1 PBD block: inhibitors of human PLK1 polo-box domain binding; P53350; Plk1 PBD binding of FITC phosphopeptide, fluorescence polarization; Potency, µM, inactives show max response, negative = inhibition, actives largely listed as inhibitors; 2.8% of 360,000 active; AID 720504; note: potency is the fitted concentration of half-maximal effect; series mostly up to about 57 µM; % is set by controls: 0 for no effect and ±100 for the full control effect; nearly all actives have a fitted effect of over 65% in size
# PI5P4K alpha inh: inhibitors of human PI5P4K alpha; PI5P4Kalpha enzyme, ADP-Glo luminescence, 60 min; active compounds read low; max response, %; 1.2% of 330,000 active; AID 652105; active = max response of -50% or lower; inconclusive = between -30% and -50%; inactive = -30% or higher; note: value at the top dose of about 77 µM; % is set by controls: 0 for no effect and ±100 for the full control effect
#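 Luminescence from ADP-Glo served as readout of PI5P4Kalpha activity in a qHTS format. Reaction: enzyme, substrate, compound, ATP at 5 microM final, 60 min at RT.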
# EPAC1 agonist: agonists of human EPAC1; Potency, µM (doses to about 154 µM), without a hit: top-dose activation, hits mostly activators; AID 720707; O95398; EPAC1 agonist qHTS, biochemical assay; response scale: 100% = response to 6.5 mM cAMP; 0.073% of 360,000 active; note: potency is the fitted concentration of half-maximal effect; nearly all actives have a fitted effect of over 60% in size
#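 Normalized to 6.5 mM cAMP, activity reflects EPAC1-catalysed release of BODIPY-GDP from Rap1B, followed kinetically over 30 min at 480 nm excitation, 540 nm emission. Reaction contained 100 nM EPAC1, 250 nM Rap1B-BODIPY-GDP, 50 uM GDP.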
# Numbers without * were called inactive; ? = inconclusive; . = not tested or not shown; [ ] = remark or other dose. Unless noted, calls come from the whole dose curve; as a rule, active = well fitted curve in the direction sought with a large enough effect; inconclusive = small, poorly fitted or top-dose-only effect, or another doubt; inactive = no such curve, though single readings can be large; an effect the other way counts as inactive or inconclusive. Not all compounds are listed, so the mix of outcomes need not match the whole.
SMILES,EPAC2 agonist,WRN inhibitor,EPAC1 antag,CCT modulator,IL-2 act,PLK1 PBD block,PI5P4K alpha inh,EPAC1 agonist
O=C(COc1ccc(Cl)cc1Cl)Nc1ccc(S(=O)(=O)NC2=NCCCCC2)cc1,4%,-3%,-9%,1.2,1.5,6%,-7,3%
O=C(Nc1ccsc1C(=O)NC1CCCCC1)c1ccccc1,11%,-4%,-1%,-1.8,-2.0,1%,15,16%
CC(C)CC(=O)Nc1nnc(SCC(=O)NC2CCCC2)s1,9%,-3%,-6%,0.1,-0.3,0%,1,7%
N#Cc1cccc(NC(=O)c2cc(C3CCCCN3C(=O)c3cccs3)on2)c1 (stereo not given),9%,-8%,-13%,1.1,-0.2,-8%,1,1%
Cc1ccc(C(=O)N(Cc2ccco2)c2c(N)n(Cc3ccccc3)c(=O)[nH]c2=O)cc1,2%,1%,4%,-1.1,1.7,-4%,0,7%
Cc1ccc(NC(=O)CSc2nc3ccccc3c(=O)n2CCCC(=O)NCCCN2CCOCC2)cc1,7%,0%,-22%,6.8,-2.3,-13%,19,3%
Cc1ccc(S(=O)(=O)N(C)C)cc1NC(=O)c1ccccc1SCC(=O)N1CCCC1,0%,4%,-20%,1.4,0.4,-5%,-2,5%
CC1CN(S(=O)(=O)c2ccc(C(=O)Nc3nnc(-c4ccco4)o3)cc2)CC(C)O1 (stereo not given),-5%,-3%,-4%,-1.8,0.0,-3%,-1,0%
O=C(CN1C(=O)CCS(=O)(=O)c2ccccc21)Nc1ccc(F)cc1,11%,1%,-6%,-4.1,-3.3,-23%,3,2%
O=C(NCC(=O)N1CCOCC1)c1ccccc1,8%,1%[57.1 µM],-6%,-4.6,0.0,-7%,-2,12%
CC(=O)Nc1ccc2c(c1)C(=O)c1ccc(Cl)cc1-2,0%,-11%,0%,2.5,1.2,3%,1,-12%
Cc1ccc(N2CCN(C(=O)c3cccc([N+](=O)[O-])c3)CC2)cc1Cl,10%,-15%,-22%,-0.8,-0.7,-4%,3,1%
CCCCN1CCNC[C@@H]1Cc1ccc(O)cc1,-1%,11%,8%,-1.9,-0.2,-18%,3,-10%
CCCCNC(=O)c1nc(C2CCNCC2)oc1-c1cccc(C(F)(F)F)c1,5%,-21%,-2%,.,0.1,-5%,8,-6%
CCOc1cc(OCC)cc(C(=O)Nc2cccc(C(C)=O)c2)c1,7%,?,9%,-2.2,0.0,0%,-5,-15%
CCCOC(=O)CSc1nc(N)c(C#N)c(-c2ccco2)c1C#N,-4%,-20%,-8%,1.7,0.9,-1%,-14,-13%
CCOC(=O)CSc1nc2sc3c(c2c(=O)[nH]1)CCCC3,-14%,0%,-7%,-1.4,-0.5,-9%,.,3%
COc1ccc(C(=O)NC(=S)NNC(=O)c2ccc(O)cc2)cc1[N+](=O)[O-],9%,-11%,15%,-0.8,0.8,-10%,?,4%
CC(C)N(C(=O)CN(C#N)c1nc(N(C)C)nc(N(C)C)n1)c1ccccc1,1%,7%,-9%,2.2,-0.2,-10%,-3,-6%
CCOC(=O)C(C)Sc1nc(C2CC2)cc(C(F)(F)F)c1C#N (stereo not given),-4%,-4%,-8%,-0.5,-0.7,0%,1,4%

# Compound profiles, from the list above. Order of screens: EPAC2 agonist | WRN inhibitor | EPAC1 antag | CCT modulator | IL-2 act | PLK1 PBD block | PI5P4K alpha inh | EPAC1 agonist
# `CCCOC(=O)CSc1nc(N)c(C#N)c(-c2ccco2)c1C#N` in the list: -4% | -20% | -8% | 1.7 | 0.9 | -1% | -14 | -13%
# `CC(C)N(C(=O)CN(C#N)c1nc(N(C)C)nc(N(C)C)n1)c1ccccc1` in the list: 1% | 7% | -9% | 2.2 | -0.2 | -10% | -3 | -6%
# `CCCCN1CCNC[C@@H]1Cc1ccc(O)cc1` in the list: -1% | 11% | 8% | -1.9 | -0.2 | -18% | 3 | -10%
# `CCOC(=O)CSc1nc2sc3c(c2c(=O)[nH]1)CCCC3` in the list: -14% | 0% | -7% | -1.4 | -0.5 | -9% | . | 3%

# Carrying on:
SMILES,EPAC2 agonist,WRN inhibitor,EPAC1 antag,CCT modulator,IL-2 act,PLK1 PBD block,PI5P4K alpha inh,EPAC1 agonist
Cc1ccc(C2=CC(c3ccccc3)n3ncnc3N2)c(C)c1 (stereo not given),0%,-8%,-8%,1.2,-3.4,?,0,-6%
CC1CCc2sc(C(=O)NN)cc2C1 (stereo not given),3%,-3%,-7%,0.1,-1.1,-11%,4,3%
Cc1cnc(C(=O)Nc2ccccc2F)cn1,-2%,5%,13%,0.1,0.9,-1%,-9,-4%
Cc1nnsc1SCCNC(=O)c1ccc(F)cc1,3%,-2%,-1%,0.0,-2.9,-3%,7,10%
CCn1c(-c2nn(C)cc2Cl)n[nH]c1=S,-2%,-8%,0%,0.9,-0.4,-3%,-17,13%
CC(=O)Nc1ccc(NC(=O)CCCN2C(=O)C(c3ccccc3)Oc3cccnc32)cc1 (stereo not given),10%,6%,-5%,0.0,0.0,-2%,8,-1%
Cc1nnc(NC(=O)C23CC4CC(CC(C4)C2)C3)s1,12%,4%,21%,-2.2,-1.7,3%,0,-3%
CCOc1ccc(C2CC(c3ccc(CC)cc3)Nc3nc(N)nn32)cc1 (stereo not given),-8%,-5%,-3%,-0.5,-0.8,-1%,0,4%
Cc1ccc2cc(C(c3nnnn3C3CCCC3)N3CCN(c4ccccc4)CC3)c(=O)[nH]c2c1 (stereo not given),5%,1%,-7%,-1.1,0.3,-3%,2,4%
CCN(CC)CCNC(=O)c1cc(-c2cccnc2)nc2ccc(S(=O)(=O)N3CCC(C)CC3)cc12,-18%,2%,-1%,-2.8,-1.3,2%,16,6%
CC1CCc2c(sc3ncn(N)c(=N)c23)C1 (stereo not given),5%,1%,-7%,-0.2,-0.3,-26%,-1,-2%
N#C/C(C(=O)NCc1ccco1)=C1/SC=C(c2ccccc2)N1c1ccccc1,-6%,-22%,-4%,-2.4,-0.2,1%,12,-7%
O=C(Nc1ccc2c(c1)OCO2)N1CCN(c2cccc(C(F)(F)F)c2)CC1,-3%,1%,-6%,0.1,0.2,1%,0,-14%
Cc1ccc(C)c(N(Cc2cc3ccc(C)cc3[nH]c2=O)C(=O)c2ccco2)c1,7%,-1%,-13%,-8.8,0.9,-1%,-1,-9%
COc1cccc(NC(=O)Nc2nc(SC)ns2)c1,-2%,18%,-1%,-1.3,-4.7,-4%,-2,-1%
O=C(Nc1cccnc1)c1ccc(Cl)c(S(=O)(=O)N2CCOCC2)c1,-1%,-8%,4%,1.9,2.1,-3%,0,9%
CCCCc1cc(=O)oc2cc(OC(C)C(=O)NCCN3CCOCC3)c(Cl)cc12 (stereo not given),2%,-3%,-15%,-5.8,-1.2,-9%,1,7%
CC1=C/C(=N\OS(=O)(=O)c2ccccc2)C=CC1=O,-9%,32µM*,-1%,-0.1,-2.5,1.3µM*,-79*,2%
Cc1ccccc1C(=O)NNC(=O)c1ccncc1,3%,-24%,-4%,-1.5,-0.4,-5%,0,6%
CC(=O)c1ccc(-c2cccc(-c3cc(=O)oc4ccc(C(C)(C)C)cc34)c2)cc1,-4%,-5%,-8%,-1.4,-0.7,-8%,2,-9%
Cc1cccc(C(=O)N/C(=C\c2ccco2)C(=O)N2CCCCCC2)c1,-1%,10%,2%,-2.6,0.3,-3%,0,1%
Cc1cnc(NC(=O)c2ccc(Cl)nc2)s1,6%,1%[57.1 µM],28%,-4.3,0.3,-25%,-1,0%
Cc1cc(Oc2ccccc2)nc(-c2ccccc2)n1,9%,1%,9%,3.3,-0.6,-9%,.,0%
Cc1ccc(NC(=O)CC2OC(=O)c3ccccc32)cc1S(=O)(=O)N1CCOCC1 (stereo not given),9%,8%,-10%,-1.8,1.3,-13%,7,14%
CN(C(=O)COC(=O)C12CC3CC(CC(Cl)(C3)C1)C2)c1ccccc1,9%,-25%,-6%,-0.5,0.4,2%,7,16%
CCn1c(CNC(=O)c2ccco2)nnc1SCC(=O)Nc1cccc(F)c1,9%,2%,-3%,-0.1,-4.5,-21%,-23,-2%
CN1CCN(CCCNC(=O)c2ccc(/C=C3\Sc4ccccc4N(Cc4ccccc4F)C3=O)cc2)CC1,-6%,-5%,5%,2.3,-0.4,-11%,-11,11%
CC(c1nccs1)N(C)C(=O)CCc1nnc(CCc2ccccc2)o1 (stereo not given),6%,-3%,-2%,-0.1,-0.5,-10%,0,5%
O=C(c1cc(COc2ccc(F)cc2F)on1)N1CC2C[C@@H]3CC1C[C@H](C2)C3,19%,4%,-15%,-2.4,-4.7,2%,0,-12%
COc1ccccc1NC(=O)Cn1c2ccc(F)cc2c2nc3n(c(=O)c21)CCS3,11%,7%[57.1 µM],-3%,-2.0,-0.7,-1%,4,-2%
O=C1C(NS(=O)(=O)c2cccs2)=C(N2CCN(c3cccc(Cl)c3)CC2)C(=O)c2ccccc21,4%,-1%,-18%,-5.6,0.6,-11%,-10,-7%
C/C(=N/NC(=O)c1ccco1)c1cccc(NC(=O)c2ccc(C)s2)c1,4%,-4%[11.6 µM],0%,-1.4,-4.0,-13%,-3,-5%
CCCCCNC(=O)c1ccccc1SC,5%,-8%,0%,0.1,1.2,-12%,.,7%
COc1ccccc1CNC1CCCc2ccccc21 (stereo not given),5%,12%,-15%,-2.7,-1.5,-13%,3,-6%
N#Cc1nc(Cc2cccc3ccccc23)oc1N1CCN(c2ccccc2)CC1,18%,-1%,7%,-1.2,-0.7,1%,.,11%
CCOC(=O)c1c(C)[nH]c(C)c1C(=O)COC(=O)[C@@H](NC(=O)c1ccccc1OCC)C(C)C,3%,-10%,-1%,2.2,-2.7,1%,.,6%
CCN1CCN(CCCN(Cc2ccco2)C(=S)Nc2cccc(Cl)c2C)CC1,7%,-5%,10%,-3.2,1.4,-9%,-4,2%
O=C(CCSc1ccc(F)cc1)NNC(=O)c1ccc([N+](=O)[O-])cc1,6%,4%,-17%,-2.6,-0.1,-11%,1,12%
CCC1=C(c2ccc(OC)cc2)CCC(C(=O)O)C1C (stereo not given),-10%,4%,6%,1.0,1.8,0%,-4,3%
O=C(Cc1ccc([N+](=O)[O-])cc1)N1CCN=C1SCc1ccccc1,-4%,4%,2%,-2.3,-0.9,0%,-5,0%
Cc1onc(-c2c(Cl)cccc2Cl)c1C(=O)NCCCN1CCOCC1,2%,7%[57.1 µM],-3%,-1.0,-2.2,-1%,-3,-1%
COc1ccc(C(=O)COC(=O)c2cc(C)no2)c(OC)c1,10%,-16%,5%,0.3,0.1,-14%,?,11%
CCCCn1c(N)c(N(CCC(C)C)C(=O)c2cccc(-n3cnnn3)c2)c(=O)[nH]c1=O,1%,2%,20%,-2.5,6.8,-12%,4,6%
